# Screening results from PubChem.
# MC4R ag barr: human MC4R agonism via beta-arrestin; 0.98% of 360,000 active; AID 540308; P32245; U2OS MC4R beta-arrestin complementation, luminescence; percent of melanotan II response, DMSO zero; activation, % at 8.9 µM;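 active means activation above a per-plate cutoff, the mean activation of sample wells on that plate plus 3 SD, cut at about 8% in these data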
# Target sequence (P32245 whole entry, looked up): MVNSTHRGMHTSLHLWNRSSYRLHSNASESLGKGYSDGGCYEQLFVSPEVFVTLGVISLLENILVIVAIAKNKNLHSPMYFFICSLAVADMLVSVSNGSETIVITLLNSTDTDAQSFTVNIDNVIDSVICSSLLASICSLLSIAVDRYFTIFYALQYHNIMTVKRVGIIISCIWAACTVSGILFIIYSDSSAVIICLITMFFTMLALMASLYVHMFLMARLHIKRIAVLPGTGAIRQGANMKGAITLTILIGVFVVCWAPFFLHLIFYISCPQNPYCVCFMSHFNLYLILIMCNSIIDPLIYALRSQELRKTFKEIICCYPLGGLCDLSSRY
# m5-HT2A agonist: activates the mouse 5-HT2A serotonin receptor; CHO-K1 mHTR2A beta-arrestin complementation, luminescence; percent of 30 µM serotonin response; activation, % at 7.6 µM; 0.66% of 360,000 active; AID 624169;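 active means activation above a run cutoff, the mean activation of all tested compounds plus 3 SD, cut at about 14% in these data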;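 further: 0% = plate median of compound wells and 100% = 30 µM serotonin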
# Target sequence (P35363 whole entry, looked up): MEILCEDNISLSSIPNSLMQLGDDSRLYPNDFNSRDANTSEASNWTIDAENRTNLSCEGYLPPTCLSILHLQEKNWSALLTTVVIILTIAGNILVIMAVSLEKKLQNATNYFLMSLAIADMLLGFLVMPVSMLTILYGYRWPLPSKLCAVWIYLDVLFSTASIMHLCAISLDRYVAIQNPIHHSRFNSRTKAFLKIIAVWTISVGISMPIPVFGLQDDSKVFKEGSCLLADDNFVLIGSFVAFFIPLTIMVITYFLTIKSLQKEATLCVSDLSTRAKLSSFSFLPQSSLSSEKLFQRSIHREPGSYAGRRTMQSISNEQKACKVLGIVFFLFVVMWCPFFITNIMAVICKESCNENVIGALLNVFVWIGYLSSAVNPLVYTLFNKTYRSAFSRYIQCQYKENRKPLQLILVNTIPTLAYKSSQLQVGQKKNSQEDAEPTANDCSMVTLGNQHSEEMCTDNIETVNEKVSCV
# ABHD5-PLIN5 inh: blocks binding of human ABHD5 to perilipin-5 | Q00G26+Q8WTS1 | Split G. princeps luciferase complementation, luminescence, 4 h | inhibition, % at 4 µM | 0.78% of 360,000 active | AID 602281;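 active means inhibition above the mean inhibition across every tested compound plus 3 SD, cut at about 22% in these data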;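 further: 0% = DMSO only wells and the 100% control is not disclosed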
# Glyco luc inh: N-linked glycosylation inhibition. AID 588692. 0.23% of 360,000 active. D54 ERlucT glycosylation luciferase reporter, 24 h; percent of 100 nM tunicamycin response. reporter increase, % at 12.5 µM;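 active means mean luciferase reporter signal, scaled so untreated is 0 and the glycosylation-blocking control 100, at or above a set limit in every replicate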;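 further: luciferase carries N-glycosylation sites so blocking glycosylation raises the light; 0% = median of neutral control wells and 100% = median of 100 nM tunicamycin wells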
# hiPSC survival: enhancers of human iPSC single-cell survival. survival enhancement, % at 20 µM. hiPSC single-cell survival, ATPlite luminescence; 100% = ROCK inhibitor wells, 0% = DMSO. 0.044% of 360,000 active; in the data active means survival enhancement above about 18%;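 further: cells exposed to compounds for 16 hours before the ATP read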
# ABCB6 inh MLPCN: blocks the human ABCB6 transporter; K562-ABCB6 porphyrin accumulation, flow cytometry, 1 h; stronger effect = lower value; fluorescence ratio to DMSO, % at 10 µM; 0.19% of 360,000 active; Q9NP58;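 active means fluorescence ratio to DMSO below 75%, the collection mean minus 3 SD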;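 further: signal is porphyrin accumulated inside mitochondria; 100% equals median channel fluorescence of DMSO control wells; lower ratio means ABCB6 inhibition with less porphyrin fluorescence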
# Granule exo inh: blocks lytic granule exocytosis | AID 651702 | TALL-104 LAMP-1 surface exposure, flow cytometry; cells stimulated with thapsigargin and PMA | 0.66% of 360,000 active | inhibition, % at 10 µM;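 active means inhibition above about 55%, limit read from the data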
# H9c2 protect: protects H9c2 cardiomyocytes from peroxide injury; H2O2 injury protection, ATPLite, 2 h; protection from H2O2 cell death, % at 20 µM; 0.63% of 360,000 active; AID 588492;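 active means compounds giving at least 50% protection of heart cells from peroxide-induced death in the single-dose screen, raw or plate-pattern-corrected value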;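 further: 0% = DMSO wells with peroxide and 100% = DMSO wells without peroxide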
# MC4R antagonist: blocks human MC4R cAMP signaling | 0.48% of 360,000 active | MC4R-expressing cells, MTII-stimulated cAMP, LANCE TR-FRET | P32245 | AID 540295 | inhibition, % at 6.5 µM;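 active means inhibition above its plate's cutoff, the mean of tested wells on that plate plus 3 SD, cut at about 29% in these data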;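 further: 0% = Melanotan II alone and 100% = Melanotan II plus saturating MCL0020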
#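 Material: U2OS-MC4R stable cell line | Reagent: Melanotan II challenge after compound preincubation | Doses: One concentration, 6.5 µM nominal | Incubation: 30-min compound preincubation, 1-h Melanotan II challenge, 1-h detection, room temperature | Signal: TR-FRET cAMP assay | Replicates: One well per compound, no replicates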
# aDG glyco act: increases alpha dystroglycan glycosylation | Pro5-aDG cells, alpha-DG glycosylation AlphaScreen (IIH6); 0% Pro5, 100% B10-LARGE cell signal | 0.22% of 360,000 active | activation, % at 10 µM;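 active means activation of at least 8% versus controls, or a plate z-score of at least 8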;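 further: Pro5 are CHO cells carrying HIG-tagged alpha-DG that lacks glycosylation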
# An asterisk follows results filed as active.
Molecule	MC4R ag barr	m5-HT2A agonist	ABHD5-PLIN5 inh	Glyco luc inh	hiPSC survival	ABCB6 inh MLPCN	Granule exo inh	H9c2 protect	MC4R antagonist	aDG glyco act
CC(C)NC(=O)N(C)C[C@H]1OCCCC[C@H](C)Oc2ccc(NC(=O)NC3CCCCC3)cc2C(=O)N([C@H](C)CO)C[C@@H]1C	-0.6	-0.8	3.3	0.9	-1.5	99.0	1.9	2.1	4.2	0.0
Cc1[nH]c(=O)c(C(=O)/C=C/c2ccccc2)c2c1CCCC2	-0.9	-3.3	32.6*	-9.3	-1.7	91.0	-0.2	-5.0	4.8	-0.1
COc1cc(/C=N/N2C(=O)C3C4c5ccccc5C(c5ccccc54)C3C2=O)ccc1O (stereo not drawn)	-0.6	-0.2	-1.9	0.4	0.2	102.0	-2.7	13.6	-5.5	0.0
Cc1ccc(S(=O)(=O)N2CCOCC2)cc1NC(=O)COC(=O)c1ccc2c(c1)OCCO2	-0.9	17.1*	3.3	0.3	-0.1	98.0	7.4	-4.6	3.0	-0.2
Cc1ccc(OCc2ccc(C(=O)NN)o2)c([N+](=O)[O-])c1	6.6	-5.0	1.7	-0.5	-0.4	96.0	-5.3	6.9	-10.2	-0.2
O=C(CNC(=O)c1cccc(Br)c1)N/N=C/c1ccc[nH]1	-2.7	-3.9	-3.0	3.3	2.7	95.0	0.0	-4.6	-1.0	-0.1
c1ccc2nc(N3CCCC3)c(N3CCCCC3)nc2c1	0.3	1.0	-3.9	-0.3	0.7	102.0	-6.2	-1.7	-4.9	0.0
CCC1=Nc2cc(C(=O)NCc3ccco3)ccc2Sc2ccc(Cl)cc21	-3.1	-5.7	11.6	19.6	-0.1	106.0	2.1	-2.5	-29.0	-0.1
O=C(CN1C(=O)CSC1=O)NC1CCCCC1	-1.7	2.3	-4.1	4.7	3.2	99.0	6.3	2.9	-4.3	-0.1
O=C(CCNC(=O)c1ccc(Br)o1)NC1CCCC1	1.1	-2.1	3.4	0.4	1.8	96.0	-1.0	-2.8	3.1	-0.2

# Some of the entries so far, field by field:
O=C(CNC(=O)c1cccc(Br)c1)N/N=C/c1ccc[nH]1
  MC4R ag barr: -2.7
  m5-HT2A agonist: -3.9
  ABHD5-PLIN5 inh: -3.0
  Glyco luc inh: 3.3
  hiPSC survival: 2.7
  ABCB6 inh MLPCN: 95.0
  Granule exo inh: 0.0
  H9c2 protect: -4.6
  MC4R antagonist: -1.0
  aDG glyco act: -0.1
c1ccc2nc(N3CCCC3)c(N3CCCCC3)nc2c1
  MC4R ag barr: 0.3
  m5-HT2A agonist: 1.0
  ABHD5-PLIN5 inh: -3.9
  Glyco luc inh: -0.3
  hiPSC survival: 0.7
  ABCB6 inh MLPCN: 102.0
  Granule exo inh: -6.2
  H9c2 protect: -1.7
  MC4R antagonist: -4.9
  aDG glyco act: 0.0

# The listing continues.
Molecule	MC4R ag barr	m5-HT2A agonist	ABHD5-PLIN5 inh	Glyco luc inh	hiPSC survival	ABCB6 inh MLPCN	Granule exo inh	H9c2 protect	MC4R antagonist	aDG glyco act
N=c1c(C(=O)NC2CCCCC2)cc2c(=O)n3ccccc3nc2n1CC1CCCO1 (stereo not drawn)	-0.1	-1.4	1.3	5.2	-0.1	99.0	6.2	1.7	11.8	0.1
CC(C)=CCc1c(O)cc(O)c2c1OC(c1ccc(O)cc1)CC2=O (stereo not drawn)	7.7	-9.1	-4.0	-2.3	0.8	98.0	2.7	1.8	-0.2	0.0
COc1ccccc1C(=O)CC(=O)c1ccccc1	2.3	-4.9	5.5	-1.0	0.8	96.0	-6.2	9.9	-3.4	-0.2
O=S(=O)(c1ccc(OC(F)(F)F)cc1)N1CCCC(N2CCOCC2)C1 (stereo not drawn)	-2.4	0.9	-7.7	-1.3	-0.4	101.0	7.9	-3.8	-1.9	-0.1
CCCN(CCC)S(=O)(=O)c1ccc(C(=O)N2CCN(C)CC2)cc1	0.1	1.5	-3.0	0.7	0.4	96.0	-1.0	-0.1	1.9	-0.1
Cc1cccc(C)c1NC(=O)CN(C1CCCCC1)S(C)(=O)=O	0.8	1.0	10.9	-0.1	-0.5	90.0	-16.6	5.3	0.8	0.1
CC(C)(C)c1[nH]c2ccccc2c1/C=N/O	3.8	-3.4	12.4	-2.0	0.1	97.0	-6.7	0.6	-2.5	-0.3
O=C(O)C1CC(c2ccccc2F)=NO1 (stereo not drawn)	2.2	-1.1	17.4	-0.4	-2.4	90.0	4.8	-0.6	-6.8	0.1
O=C(CNC(=O)c1ccco1)Nc1ccncc1	-1.6	4.7	-3.2	3.2	2.1	99.0	-2.8	-3.0	-0.9	0.1
Cc1cc(NC(=O)c2cnn3c(C(F)(F)F)cc(-c4ccccc4)nc23)no1	0.4	2.9	-4.2	5.8	1.7	95.0	8.0	93.4*	4.3	-0.5
Cc1nn(C(=O)CCC(=O)NCc2cccc(F)c2)c2ccccc12	-0.3	-5.5	-1.4	-0.6	0.1	97.0	-1.7	0.3	11.0	0.0
COc1ccc(C(O)P(=O)(OC2CCCCC2)c2ccc(N(C)C)cc2)cc1OC (stereo not drawn)	0.3	1.1	3.6	-0.2	0.1	95.0	-2.7	11.5	-1.2	-0.1
Cc1ccc(C(C)C)cc1OCC(=O)NC1CCCCCCC1	-1.2	7.5	-12.6	-8.5	0.0	102.0	41.4	-14.4	1.4	0.1
CCCCNc1cc(C)oc(=O)c1C(C)=O	-0.5	-1.3	-7.4	0.1	0.4	98.0	-5.8	0.8	0.9	-0.1
O=C(Nc1nncs1)C12CC3CC(CC(C3)C1)C2	-1.3	5.1	1.1	3.0	1.8	101.0	12.0	-1.0	20.9	0.0
COc1ccc(C2C(C(=O)c3cccs3)=C(O)C(=O)N2c2nnc(C)s2)cc1OC (stereo not drawn)	1.3	-7.0	-6.8	-0.9	0.9	106.0	2.9	11.0	13.8	0.1
CCN(C(=O)COC(=O)CSc1ccc(C(N)=O)cc1[N+](=O)[O-])C1CCCCC1	-0.8	-0.5	-3.7	1.0	-0.2	97.0	-3.3	-7.1	33.2*	0.5
COc1ccc(CNC(=O)C2CC(c3ccc(OC)cc3)=NO2)cc1 (stereo not drawn)	-0.9	1.9	-3.6	1.3	-0.5	97.0	4.1	-4.5	-20.3	-0.1
CN(Cc1cccc(Cl)c1Cl)CC(O)COc1ccccc1 (stereo not drawn)	0.1	-2.1	1.5	-1.3	0.6	92.0	-7.5	-5.0	2.1	0.2
COc1cc2nc(CN(C)Cc3ccc(SC)cc3)[nH]c(=O)c2cc1OC	-1.3	1.0	1.8	0.1	-0.4	97.0	42.9	-3.6	7.6	0.1
O=C(COC(=O)/C=C/c1ccc(Cl)cc1)NCCc1ccccc1	0.4	0.2	-1.9	1.8	-1.0	101.0	-0.1	1.1	7.2	-0.1
O=C(CN1CCN(c2ccccn2)CC1)Nc1ccccc1F	0.2	11.7	-2.1	-1.0	-0.1	104.0	-18.5	-4.0	2.9	0.0
CC[n+]1c(C)sc2cc(C)ccc21	-2.1	-2.8	-5.4	2.9	5.6	120.0	32.3	-0.5	11.8	-0.3
O=C(NCc1ccncc1)C1Cc2c(-c3ccccc3Oc3ccccc3)ccnc2O1 (stereo not drawn)	-1.4	-1.5	5.7	1.1	1.6	98.0	1.1	0.6	0.9	1.2
CC1CCc2c(sc3nc(C(C)(C)C)nc(N4CCN(C(=O)CCl)CC4)c23)C1 (stereo not drawn)	18.9*	1.7	17.8	15.8	0.3	92.0	-4.7	-19.0	23.3	0.2
COc1ccc(S(=O)(=O)n2oc(=O)cc2-c2ccccc2)cc1	-1.2	3.0	-0.7	4.8	-4.8	103.0	-1.5	-3.3	0.7	-0.1
C[C@@H]1CN([C@@H](C)CO)C(=O)CCCn2nncc2CO[C@H]1CN(C)Cc1ccc(-c2ccccc2)cc1	0.0	-2.1	0.6	-0.9	2.5	100.0	-2.8	4.7	3.8	0.2
CCn1c(COc2ccccc2C)nnc1SCC(=O)CC(=O)Nc1ccccc1OC	-2.2	-1.2	8.7	-3.1	3.1	93.0	-3.6	-1.4	-2.9	-0.1
Cc1ccccc1CSc1nc(-c2ccccc2)cc(=O)[nH]1	0.3	2.7	-3.2	4.8	0.6	97.0	-3.6	10.2	7.8	-0.3
O=S(=O)(Nc1cc(S(=O)(=O)N2CCOCC2)ccc1O)c1ccc2c(c1)OCCCO2	-0.1	-6.8	8.3	2.5	0.0	97.0	-2.0	1.4	10.6	0.0
COc1ccc(OC)c(S(=O)(=O)Nc2ccccc2C(=O)N2CCCCC2)c1	0.2	1.7	5.3	-2.4	0.7	101.0	8.6	-2.7	7.4	-0.2
CCCC1(C(=O)OC)NC(c2ccc(OC)c(OC)c2)C2C(=O)N(c3ccc4c(c3)OCO4)C(=O)C21 (stereo not drawn)	-0.2	1.9	4.7	0.3	6.2	96.0	0.3	6.2	-0.6	-0.1
O=C(NS(=O)(=O)c1ccc(Cl)s1)c1ccccc1	-1.6	1.2	1.2	1.9	-0.3	102.0	-1.7	6.1	0.0	0.0
Cc1sc2nc(COC(=O)C(NC(=O)c3ccc(Cl)cc3Cl)C(C)C)[nH]c(=O)c2c1C (stereo not drawn)	7.9	7.8	-4.9	3.1	-0.6	103.0	16.1	36.0	-5.1	-0.3
O=[N+]([O-])c1cccc(OCCN2CCC(Cc3ccccc3)CC2)c1	3.6	-9.3	-1.6	1.3	0.3	99.0	51.5	-4.1	3.2	0.1
CCc1ccc(NS(=O)(=O)c2c(C)nc3sc(CC)nn3c2=O)cc1	-0.5	-2.9	-3.0	0.5	1.7	101.0	-1.7	-22.6	4.4	0.0
NCCCC[C@H]1CNC(=O)C(=O)N1CCC12CC3CC(CC(C3)C1)C2	-0.4	7.4	10.3	-2.4	4.0	105.0	3.4	1.2	-1.5	0.2
O=C1NC2(CCCCC2)Oc2ccccc21	-1.4	-2.1	-0.4	-4.4	-2.3	101.0	-1.2	8.4	-0.4	-0.2
Fc1ccc(CNCc2ccccc2Cl)cc1	-3.0	-0.3	5.5	-2.2	-0.3	97.0	-2.1	-0.2	-2.1	0.4
CCCS(=O)(=O)NC(=O)C1(C)CCN(C(=O)c2ccc(C#N)cc2)C1 (stereo not drawn)	-0.9	3.3	1.4	0.2	-1.1	96.0	-0.5	-1.5	8.8	-0.3
O=C(CCN1C(=O)c2ccccc2C1=O)Nc1sc2c(c1C(=O)NCc1ccco1)CCCC2	-0.7	-1.2	3.5	3.8	-0.2	86.0	0.8	28.7	1.8	-0.1
CNC(=O)C[C@H]1C(=O)N(c2ccc(OC)cc2)C[C@@H]1CSC	-0.3	4.0	4.7	-0.2	1.3	99.0	1.7	7.1	13.9	0.1
Cc1nnc(SCC(=O)N(CC(C)C)c2c(N)n(Cc3ccccc3)c(=O)[nH]c2=O)n1N	-1.1	7.1	8.7	1.8	0.3	100.0	-1.8	2.1	0.8	-0.2
CCOc1ccc(-c2noc(=O)[nH]2)cc1	-0.7	-1.7	3.0	1.9	0.8	98.0	-0.3	-7.9	14.9	-0.1
COc1ccc(C(=O)N/C(=C\c2ccccc2)C(=O)Nc2cccc(C(=O)O)c2)cc1	-1.5	-3.9	-3.0	0.8	2.1	93.0	-1.0	-0.9	-2.9	0.1

# Outcome played no part in choosing rows, and some 4.5% of all compounds hit somewhere here.
